Source: PubChem
Anesthetic bind = binds horse apoferritin like a general anesthetic; P02791; apoferritin/1-aminoanthracene competitive binding, fluorescence; Potency, µM (top dose mostly 77.5 µM), without a hit: top-dose activity change, negative = displacement, most hits filed as inhibitors; hit rate 0.074% among 350,000; AID 485281; also: potency is read from the fitted curve at half-maximal effect; % is scaled to controls: 0 for no effect and ±100 for the full control effect; nearly all actives have a fitted effect of over 20% in size
Target sequence (P02791 2-175 limits assumed): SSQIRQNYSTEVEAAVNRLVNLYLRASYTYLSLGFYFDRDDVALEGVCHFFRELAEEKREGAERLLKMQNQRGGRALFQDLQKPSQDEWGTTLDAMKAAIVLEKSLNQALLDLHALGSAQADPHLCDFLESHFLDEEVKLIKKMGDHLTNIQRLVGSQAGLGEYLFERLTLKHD
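Concentration-response curves derived by four-parameter Hill fitting of normalized fluorescence, where compounds displaced 1-AMA from 10 uM horse apoferritin following a brief 10 min room-temperature incubation; propofol titration acted as positive control.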
BLM helicase inh = blocks DNA unwinding by human BLM helicase; recombinant BLM DNA unwinding, fluorescence dequenching; P54132; hit rate 0.2% among 350,000; Potency, µM (highest dose often 56.1 µM), inactives show at the highest dose activity change, negative = inhibition, hits mostly inhibitors;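 also: potency is read from the fitted curve at half-maximal effect; plate controls were vehicle for no effect and no enzyme for full effect; nearly all actives have a fitted effect of over 35% in size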
TRHR ag = activates the human TRH receptor. P34981. TRHR cells, calcium flux fluo-8, FDSS agonist mode. activation, % at 2 µM. hit rate 0.18% among 360,000. AID 493084; in the data active = activation above about 30%; also: 0% is about no effect
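TRHR-expressing cells, plated overnight in medium with 10% serum, were loaded with fluo-8 calcium dye at room temperature. After a 10 s baseline, library compound was pin-added and calcium release was recorded kinetically (ex 480/em 530) as agonist response.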
Pol beta inh = inhibitors of human DNA polymerase beta; Potency, µM (series often up to 114 µM), for the others: top-dose activity change, negative = inhibition, actives largely listed as inhibitors; P06746; hit rate 1.3% among 340,000; Pol beta primer extension/strand displacement, fluorescence kinetic; also: potency is read from the fitted curve at half-maximal effect; % is scaled to controls: 0 for no effect and ±100 for the full control effect
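Pol beta (10 nM) and compounds were preincubated 15 min at room temperature, then 50 nM substrate (final) started primer extension/strand displacement. Reads were taken at 0 and 10 min; concentration-response data were fitted to a four-parameter Hill equation.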
POLK inh = inhibitors of human DNA polymerase kappa; purified Pol kappa, fluorescent DNA synthesis assay, 10 min; Potency, µM (top dose mostly 107 µM), for the others: top-dose activity, negative = inhibition, usual class: inhibitors; hit rate 0.53% among 400,000; AID 588579; also: potency is read from the fitted curve at half-maximal effect; % is scaled to controls: 0 for no effect and ±100 for the full control effect
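10 nM Pol kappa was preincubated with compounds for 15 min at room temperature. Reaction started with 50 nM (final) substrate. Fluorescence read kinetically at 0 and 10 min.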
ERG Ets-DNA blk = inhibitors of human ERG Ets domain-DNA interaction; P11308; fluorescence polarization, His-ERG Ets domain / labelled DNA; Potency, µM (titrated, usually from 76.9 µM), for inactives: at the top dose FP activity, negative = inhibition, hits mostly inhibitors; hit rate 0.028% among 370,000; active = well fitted inhibition curve with a large enough effect in the polarisation, with a control signal flat; inconclusive = small, poorly fitted or top-dose-only effect, or effect the other way, or a change in a side signal; inactive = no such curve, though single readings can be large or run the other way; the % refers to the polarisation;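 also: polarization taken with two DNA probes labelled with fluorescein and Texas red; potency is read from the fitted curve at half-maximal effect; % of control where 0% means no effect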
Target sequence (P11308 whole entry, looked up, the tested form may be a part): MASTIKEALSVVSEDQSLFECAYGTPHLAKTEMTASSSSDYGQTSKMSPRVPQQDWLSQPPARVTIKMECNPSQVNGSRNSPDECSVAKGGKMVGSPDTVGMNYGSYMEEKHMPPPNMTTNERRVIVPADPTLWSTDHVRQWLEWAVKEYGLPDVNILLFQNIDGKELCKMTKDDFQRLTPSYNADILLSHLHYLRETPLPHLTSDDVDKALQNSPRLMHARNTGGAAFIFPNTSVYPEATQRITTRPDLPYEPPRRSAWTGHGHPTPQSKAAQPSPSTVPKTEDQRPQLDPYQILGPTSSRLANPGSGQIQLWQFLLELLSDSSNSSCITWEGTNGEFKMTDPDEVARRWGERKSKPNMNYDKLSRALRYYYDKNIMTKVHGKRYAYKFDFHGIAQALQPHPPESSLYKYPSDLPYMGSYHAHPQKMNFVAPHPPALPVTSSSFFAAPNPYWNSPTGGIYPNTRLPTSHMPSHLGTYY
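His-tagged ERG Ets domain (1 uM in the protein solution; 300mM KCl, 50mM Tris-HCl, 1mM EDTA, 1mM DTT, pH 7.5) received compound, then a probe mix of 5 nM fluorescein-DNA and 100nM Texas-615-DNA. Fluorescence polarization was read for both dyes.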
12-LOX inh = ALOX12 (human) lipoxygenase inhibition. hit rate 1.1% among 580,000. Potency, µM (doses to about 108 µM), for the others: at the top dose activity change, negative = inhibition, most hits filed as inhibitors. purified 12hLO, xylenol orange hydroperoxide absorbance; also: potency is read from the fitted curve at half-maximal effect; % is scaled to controls: 0 for no effect and ±100 for the full control effect
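Purified human 12hLO at 150 nM in 25 mM Hepes, 0.01% Triton X-100, pH 7.0, preincubated 15 min at room temperature with compound. Reaction started with 40 uM arachidonic acid, 30 min at room temperature. Hydroperoxide measured by Fe-xylenol orange, 573/405 nm absorbance ratio.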
APEX1 inh = inhibitors of human APE1 endonuclease; P27695; recombinant APE1, TAMRA/BHQ-2 abasic DNA cleavage fluorescence; Potency, µM (doses to about 65.8 µM), without a hit: at the top dose activity change, negative = inhibition, most hits filed as inhibitors; hit rate 0.35% among 350,000; AID 2517;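 also: potency is read from the fitted curve at half-maximal effect; plate controls were vehicle for no effect and reference inhibitor for full effect; nearly all actives have a fitted effect of over 55% in size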
Target sequence (P27695 whole entry, looked up): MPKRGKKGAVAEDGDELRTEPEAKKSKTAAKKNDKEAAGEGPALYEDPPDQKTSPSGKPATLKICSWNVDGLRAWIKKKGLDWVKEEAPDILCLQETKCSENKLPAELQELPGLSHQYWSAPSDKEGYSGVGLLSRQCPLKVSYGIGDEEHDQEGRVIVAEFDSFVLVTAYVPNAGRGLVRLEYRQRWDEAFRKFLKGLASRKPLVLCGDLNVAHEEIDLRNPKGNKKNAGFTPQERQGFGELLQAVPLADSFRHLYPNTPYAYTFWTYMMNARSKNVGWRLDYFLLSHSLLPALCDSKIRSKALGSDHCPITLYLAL
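Quantitative HTS: incision of a TAMRA/BHQ-2 double-stranded substrate bearing a tetrahydrofuran abasic site by 0.75 nM APE1 raises fluorescence. Substrate 50 nM final, added after 15 min compound preincubation at room temperature; progress as third-minus-first kinetic read difference.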
Pol iota inh = inhibitors of human DNA polymerase iota. Q9UNA4. Pol iota fluorescent replication assay, 10 min. Potency, µM (highest dose often 115 µM), for inactives: top-dose activity, negative = inhibition, usual class: inhibitors. hit rate 1% among 390,000. AID 588590; also: potency is read from the fitted curve at half-maximal effect
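Fluorescent replication assay read twice, at 0 min and 10 min after adding 50 nM (final) substrate. Enzyme (10 nM) and compounds were first incubated 15 min at room temperature; enzyme-free buffer wells were negative controls.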
Starred values were filed as active, the others as inactive; [ ] = dose if it differs, or a comment. Unless noted, calls follow the shape of the dose curve; as a rule, active = well fitted curve in the direction sought with a large enough effect; inconclusive = small, poorly fitted or top-dose-only effect, or another doubt; inactive = no such curve, though single readings can be large; an effect the other way counts as inactive or inconclusive. An excerpt; rates above refer to the full screens.

For CCc1ccc2[nH]c3nc(SCC(=O)NCC4CCCO4)nnc3c2c1 (configuration not stated) the results were Anesthetic bind -11.3%, BLM helicase inh -3.1%, TRHR ag -0.1, Pol beta inh 23.0%, POLK inh -6.5%, ERG Ets-DNA blk -0.2%, 12-LOX inh -13.4%, APEX1 inh 28.2% and Pol iota inh 102.8%[activator].
Screening COC(=O)CCC(=O)N1CCCC(CO)(Cc2ccccc2F)C1 (configuration not stated) returned Anesthetic bind -16.4%, BLM helicase inh -0.3%, TRHR ag 0.0, Pol beta inh 18.9%, POLK inh -2.0%, ERG Ets-DNA blk -6.4%, 12-LOX inh -8.7%, APEX1 inh 26.8% and Pol iota inh -16.9%.
`CCN(CC)C(=O)CSc1nc2sc(C)c(C)c2c(=O)[nH]1` gave Anesthetic bind 5.5%, BLM helicase inh 1.0%, TRHR ag -0.3, Pol beta inh 16.8%, POLK inh 3.8%, ERG Ets-DNA blk 8.4%, 12-LOX inh inconclusive, APEX1 inh -1.7% and Pol iota inh inconclusive.
CCOC(=O)CC1COCCN1C(=O)c1cc(COc2ccc(F)cc2Cl)on1 (configuration not stated) was read as Anesthetic bind -14.5%, BLM helicase inh -3.8%, TRHR ag -0.9, Pol beta inh -16.9%, POLK inh -11.1%, ERG Ets-DNA blk 5.2%, 12-LOX inh -2.1%, APEX1 inh 8.9% and Pol iota inh 5.8%.
Cc1ccc(CNC(=O)c2cc3cc(C)ccc3n2C)cc1 was read as Anesthetic bind 14.9%, BLM helicase inh 0.3%, TRHR ag 1.2, Pol beta inh 23.9%, POLK inh -8.1%, ERG Ets-DNA blk -2.7%, 12-LOX inh -15.7% and Pol iota inh 26.1%.
For Cc1cccc(Cl)c1OCCCCn1ccnc1 the results were Anesthetic bind -2.0%, BLM helicase inh 1.6%, TRHR ag -0.2, Pol beta inh 7.7%, POLK inh -7.8%, ERG Ets-DNA blk 6.4%, 12-LOX inh -11.1%, APEX1 inh -2.9% and Pol iota inh inconclusive.
For S=C(NCCCNC(=S)Nc1ccccc1)Nc1ccccc1 the results were Anesthetic bind -5.9%, BLM helicase inh 5.4%, TRHR ag 0.0, Pol beta inh 20.8%, POLK inh inconclusive, ERG Ets-DNA blk -4.1%, 12-LOX inh inconclusive, APEX1 inh -1.2% and Pol iota inh inconclusive.
For COc1ccc(CC(C)N2CCN(c3cccc(C(F)(F)F)c3)CC2)cc1OC (configuration not stated) the results were Anesthetic bind -17.0%, BLM helicase inh -6.0%, TRHR ag -0.3, Pol beta inh -1.9%, POLK inh -13.0%, 12-LOX inh inconclusive, APEX1 inh 3.1% and Pol iota inh inconclusive.
`COc1ccc(N(C(=O)CNC(=O)c2ccco2)C(C(=O)NC2CCCC2)c2cccnc2)cc1` (configuration not stated) gave Anesthetic bind 6.4%, BLM helicase inh 0.3%, TRHR ag 1.3, Pol beta inh 46.4%, POLK inh 5.1%, ERG Ets-DNA blk 0.0%, 12-LOX inh -9.7%, APEX1 inh -4.7% and Pol iota inh 129.6%[activator].
Screening CCC1CCCCN1CCCNC(=O)c1ccc2c(c1)N(Cc1ccc(F)cc1)C(=O)c1ccccc1S2=O (configuration not stated) returned Anesthetic bind 4.1%, BLM helicase inh -1.8%, TRHR ag -0.4, Pol beta inh -5.0%, POLK inh -5.0%, ERG Ets-DNA blk 5.0%, 12-LOX inh -20.1%, APEX1 inh 0.1% and Pol iota inh -11.2%.
For CC1(C)Oc2ccc3ccc(=O)oc3c2/C(=C/NCCN/C=C2\C(=O)C(C)(C)Oc3ccc4ccc(=O)oc4c32)C1=O the results were Anesthetic bind -3.4%, BLM helicase inh -3.9%, TRHR ag -0.5, Pol beta inh 4.6% and APEX1 inh inconclusive.
`C=CCNC(=O)C1CCN(S(C)(=O)=O)CC1` gave Anesthetic bind -7.4%, BLM helicase inh -3.0%, TRHR ag -0.2, Pol beta inh 13.2%, POLK inh -6.3%, ERG Ets-DNA blk 1.8%, 12-LOX inh -23.3%, APEX1 inh -1.3% and Pol iota inh 26.7%.
`Cc1cccc(NC(=O)c2ccc(S(=O)(=O)N(C)C)cc2)n1` gave Anesthetic bind -7.2%, BLM helicase inh 0.7%, TRHR ag -0.2, Pol beta inh 30.5%, POLK inh -19.1%, ERG Ets-DNA blk 1.8%, 12-LOX inh 0.0%, APEX1 inh 0.7% and Pol iota inh 25.7%.
`O=S(=O)(NCc1csc(-c2cccnc2)n1)c1ccc(Cl)s1` gave Anesthetic bind -2.8%, BLM helicase inh 1.0%, TRHR ag -0.3, Pol beta inh 0.6%, POLK inh -2.5%, ERG Ets-DNA blk -2.0%, 12-LOX inh -15.1%, APEX1 inh -2.7% and Pol iota inh 55.4%[activator].
`OC(COc1ccc(F)cc1Cl)CN1CCc2ccccc2C1` (configuration not stated) gave Anesthetic bind 1.0%, BLM helicase inh -1.9%, TRHR ag -0.1, Pol beta inh 13.1%, POLK inh -0.7%, ERG Ets-DNA blk -0.6%, 12-LOX inh -14.8%, APEX1 inh 23.9% and Pol iota inh -6.8%.
`Cc1cc(=O)cc(C)n1-c1ccccc1N1CCOCC1` gave Anesthetic bind 1.4%, BLM helicase inh 0.9%, TRHR ag 0.5, Pol beta inh 5.7%, POLK inh -18.5%, ERG Ets-DNA blk -2.1%, 12-LOX inh -17.4%, APEX1 inh -0.7% and Pol iota inh 10.3%.
Cc1ccc(Nc2nc(N)nc(CCl)n2)c(C)c1 was read as Anesthetic bind -10.4%, BLM helicase inh 2.3%, TRHR ag -1.0, Pol beta inh -5.9%, POLK inh -4.3%, ERG Ets-DNA blk 0.2%, 12-LOX inh 21.9%, APEX1 inh -1.2% and Pol iota inh 28.3%.
N/C(=N\OC(=O)c1ccc(Cl)cc1Cl)c1ccncc1 was read as Anesthetic bind -3.8%, BLM helicase inh 1.5%, TRHR ag -0.3, Pol beta inh 4.7%, POLK inh -14.7%, ERG Ets-DNA blk -3.1%, 12-LOX inh inconclusive, APEX1 inh 1.4% and Pol iota inh inconclusive.
Screening Cc1ccc(C(=O)O/N=C2\CC3CCC2(C)C3(C)C)cc1 (configuration not stated) returned Anesthetic bind inconclusive, BLM helicase inh -4.1%, TRHR ag -0.2, Pol beta inh inconclusive, POLK inh -5.4%, ERG Ets-DNA blk -0.5%, 12-LOX inh -10.0%, APEX1 inh 1.5% and Pol iota inh -8.4%.
O=C(Cc1ccccc1[N+](=O)[O-])N1CCc2ccccc2C1 was read as Anesthetic bind inconclusive, BLM helicase inh 1.6%, TRHR ag -0.3, Pol beta inh -17.9%, POLK inh -0.7%, ERG Ets-DNA blk 2.6%, 12-LOX inh 13.7%, APEX1 inh -2.2% and Pol iota inh 45.5%[activator].
`COc1ccc(CNC(=O)c2cc(-c3cccs3)nc3ccccc23)c(OC)c1` gave Anesthetic bind 58.4%[activator], BLM helicase inh -8.8%, TRHR ag -1.8, Pol beta inh -0.9%, POLK inh -22.0%, ERG Ets-DNA blk -0.3%, 12-LOX inh -6.6% and Pol iota inh 8.0%.
COc1cccc(N2CCN(C3CC(=O)N(c4cccc(Cl)c4)C3=O)CC2)c1 (configuration not stated) was read as Anesthetic bind -13.6%, BLM helicase inh 0.0%, TRHR ag 0.6, Pol beta inh -8.8%, POLK inh -14.5%, ERG Ets-DNA blk -0.2%, 12-LOX inh -16.1%, APEX1 inh -4.8% and Pol iota inh 12.5%.
Screening COC(=O)c1ccc(CSc2nc(-c3ccco3)cc(C(F)(F)F)n2)o1 returned Anesthetic bind -23.1%, BLM helicase inh -15.6%, TRHR ag 0.0, Pol beta inh 1.9%, POLK inh -12.4%, ERG Ets-DNA blk 4.1%, 12-LOX inh 156.9%[activator], APEX1 inh -2.1% and Pol iota inh -10.1%.
Screening COc1ccc(N2C(=O)CC(NNC(=O)c3ccco3)C2=O)cc1 (configuration not stated) returned Anesthetic bind -11.9%, BLM helicase inh -0.7%, TRHR ag 0.7, Pol beta inh 11.5%, POLK inh -9.8%, ERG Ets-DNA blk 2.0%, 12-LOX inh 17.9%, APEX1 inh -0.8% and Pol iota inh 32.9%[activator].
Screening CSCCC(NC(=O)c1ccccc1)C(=O)NCC(C)(C)N1CCOCC1 (configuration not stated) returned TRHR ag 0.6, POLK inh 16.2%, ERG Ets-DNA blk -3.6%, 12-LOX inh 147.1%[activator], APEX1 inh -5.6% and Pol iota inh 10.4%.
For C=CCC(C(=O)NC(C)c1ccccc1)C(=O)NC(C)c1ccccc1 (configuration not stated) the results were Anesthetic bind -11.5%, BLM helicase inh 0.8%, TRHR ag -1.9, Pol beta inh 10.9%, POLK inh 4.6%, ERG Ets-DNA blk 2.5%, 12-LOX inh -27.9%, APEX1 inh -13.9% and Pol iota inh 50.0%[activator].
`CCOc1ccc(N(CC(=O)Nc2cccnc2)S(C)(=O)=O)cc1` gave Anesthetic bind -0.7%, BLM helicase inh 2.5%, TRHR ag 0.1, Pol beta inh 22.8%, POLK inh -6.1%, ERG Ets-DNA blk -10.2%, 12-LOX inh 7.7%, APEX1 inh -1.0% and Pol iota inh -8.5%.
Screening Cc1cc(C(=O)NC2CCCc3c2cnn3-c2ccc(C)c(C)c2)no1 (configuration not stated) returned Anesthetic bind -14.0%, BLM helicase inh -3.3%, TRHR ag 0.4, Pol beta inh 18.9%, POLK inh -9.3%, ERG Ets-DNA blk -1.7%, 12-LOX inh 10.1%, APEX1 inh 10.1% and Pol iota inh 16.5%.
